Compound activity deposited in PubChem by The Scripps Research Institute Molecular Screening Center.
GalR3 antag: antagonists of human GalR3 | inhibition, % at 3 µM | 360,000 tested, 0.44% active | O60755 | HEK293 GalR3-CNG cAMP membrane potential fluorescence; galR3 body fused to GalR1 C-terminus | AID 651719;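 active means inhibition above the screen-wide average plus 3 SD, cut at about 13% in these data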;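 further: forskolin and galanin both at EC90 stimulate the cells; cAMP rise reported by CNG channel membrane potential dye signal; 0% = forskolin plus galanin with DMSO and 100% = forskolin alone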
Target sequence (O60755 1-299 limits assumed): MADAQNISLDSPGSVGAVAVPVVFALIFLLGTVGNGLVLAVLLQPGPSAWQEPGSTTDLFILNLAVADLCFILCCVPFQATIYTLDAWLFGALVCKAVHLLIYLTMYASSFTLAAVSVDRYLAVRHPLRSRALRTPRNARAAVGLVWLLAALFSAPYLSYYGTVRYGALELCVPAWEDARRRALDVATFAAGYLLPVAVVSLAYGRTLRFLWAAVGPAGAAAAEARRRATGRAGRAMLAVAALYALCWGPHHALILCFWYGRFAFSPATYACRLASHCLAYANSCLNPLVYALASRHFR
An asterisk follows results filed as active. An excerpt, so the mix of outcomes need not match the whole.

GalR3 antag,structure
-7.5,COC(=O)C1(C)COP(=O)(Nc2ccc(OC)cc2)OC1 (stereo unspecified)
-5.7,C[C@@H]1CN([C@@H](C)CO)C(=O)c2c(c3ccccc3n2C)-c2ccccc2CO[C@H]1CN(C)S(=O)(=O)c1ccc(C#N)cc1
0.8,COc1cccc2c1cc1c(=O)n(CC(=O)N3CCN(c4cccc(C)c4C)CC3)nc(C)n12
-5.4,CCCCOCCCNC(=O)C[C@@H]1C[C@@]2(C(=O)OC)CCCCC=C2N(CCc2ccc(OC)c(OC)c2)C1=O
0.2,CCNC(=O)C1(C)CCN1CCS(=O)(=O)c1ccc(C)cc1 (stereo unspecified)
-4.2,CCCCN1C(=O)C(C#N)CC2=C1CC(C)(C)CC2=O (stereo unspecified)
3.3,CCN(C(=O)CSc1nc2scc(-c3ccccc3)c2c(=O)n1N)C1CCS(=O)(=O)C1 (stereo unspecified)
-4.9,COc1ccc(NC(=O)c2cc(C3CCCCN3C(=O)c3cc(C(C)(C)C)nn3C)on2)c(C)c1 (stereo unspecified)
-6.7,CC(=O)N1C[C@H]2CON(C)[C@H]2C[C@H]1c1ccccc1-c1ccccc1
4.9,COc1ccc(CNC(=O)C[C@H]2C[C@H](C(=O)N(C(C)C)C(C)C)[C@@]3(C)c4[nH]c5cc(CCC(=O)N(C)C)ccc5c4CCN3C2=O)cc1OC
-3.0,Cc1cc(C)n2c(Nc3c(C)cccc3C)c(CCc3ccccc3)nc2n1
-7.8,COC(=O)[C@]12CCCCC=C1N(Cc1ccco1)C(=O)[C@H](CC(=O)NCC1CCCCC1)C2

Overlap with the part before: two compounds, then new ones.
GalR3 antag,structure
-3.0,Cc1cc(C)n2c(Nc3c(C)cccc3C)c(CCc3ccccc3)nc2n1
-7.8,COC(=O)[C@]12CCCCC=C1N(Cc1ccco1)C(=O)[C@H](CC(=O)NCC1CCCCC1)C2
-0.1,Cc1ccc(Cc2c(C3CCCCC3)nc3c(C)cc(Br)cn23)cc1
1.4,C=CCn1c(C)nnc1SCC(=O)Nc1ccccc1C(=O)NC1CC1
4.1,NS(=O)(=O)c1ccc(CCNc2nn3c(-c4cccc(OC(F)(F)F)c4)cnc3s2)cc1
-4.4,CC1=CN(S(=O)(=O)c2ccc(C)cc2)C[C@@H]2[C@H]3CC[C@H](C3)[C@H]12
-5.0,Cc1ccc(S(=O)(=O)NCc2ccccc2Br)cc1
-6.5,Cc1nc(C(F)(F)F)ccc1C(=O)N1CCC(C)(C(=O)NS(=O)(=O)C2CC2)C1 (stereo unspecified)
-3.0,O=S(=O)(Nc1ccc(NS(=O)(=O)c2ccccc2)c2ccccc12)c1ccccc1
-7.7,O=C(Nc1ccc(F)c(Cl)c1)C1Cc2c(-c3cccc(F)c3)ccnc2O1 (stereo unspecified)
-6.3,CN(C)C(=O)CCc1ccc2c3c([nH]c2c1)[C@]1(C)[C@@H](C(=O)N2CCCCC2)C[C@H](CC(=O)NCCN2CCOCC2)C(=O)N1CC3
-1.5,COc1ccc(C(N)c2csc(Nc3ccc(C(=O)NCCCO)cn3)n2)cc1 (stereo unspecified)
-4.3,CCCOc1ccc(F)cc1-c1cc(C(=O)NCc2cccs2)[nH]n1
-5.3,Cc1ccc(CN2CC(N3CCCC3)CS2(=O)=O)cc1 (stereo unspecified)
-2.2,COc1ccc2[nH]c3c(c2c1)CCN1C(=O)C(CC(=O)NCCCn2ccnc2)C[C@H](C(=O)N(C(C)C)C(C)C)[C@@]31C (stereo partly specified)
-3.4,CCOC(=O)C1c2cccc(O)c2CCN1C(C)=O (stereo unspecified)
-6.0,CNC[C@@H]1Oc2cc(Br)ccc2S(=O)(=O)N([C@H](C)CO)C[C@@H]1C
-3.9,COCCCn1c(SC(C)C(=O)Nc2c(C)n(C)n(-c3ccccc3)c2=O)n[nH]c1=O (stereo unspecified)
-5.7,COc1cccc2sc(=NC(=O)CS(=O)(=O)c3ccccc3)n(C)c12
-5.9,CCOc1ccc(NC(=O)CN(C)C(=O)C2CC2C)cc1OCC (stereo unspecified)
0.8,Nc1nc(SCC(=O)c2c(N)n(C3CC3)c(=O)[nH]c2=O)n[nH]1
0.3,COCCn1c(SCC(=O)N2CCCC2)nc2c(c1=O)SCC2
-1.3,O=C(c1cc2nc(-c3ccccc3)cc(C(F)(F)F)n2n1)N1CCCC1
-4.1,O=C1c2ccccc2[C@@H]2C[C@H](NC34CC5CC(CC(C5)C3)C4)[C@@H](O)CCN12
-4.1,Cc1c(Br)cccc1NC(=O)C1(C)CCN1CCc1ccccc1 (stereo unspecified)
-2.2,Cc1cc(CSc2ccc(Cl)cc2)ccc1N
-6.2,c1ccc(COc2ccc(-c3cc4nc(NCCOc5ccccc5)ccn4n3)cc2)cc1
-9.2,CCC1([N+](=O)[O-])COC(c2ccc(C(C)C)cc2)OC1 (stereo unspecified)
-1.1,Cc1c(C(=O)NCc2ccc3c(c2)OCCO3)sc(=O)n1Cc1ccccc1C#N
-1.9,CCCCCC(=O)N1C[C@H](O)[C@@H](n2cc(C3CC3)nn2)C[C@@H]1c1ccc(Cl)cc1
-4.0,COc1cccc(/C=N/NC(=O)c2nnn(-c3nonc3N)c2CN(C)C2CCCCC2)c1
-8.3,O=S1(=O)CC(N2CCCCC2)CN1C1CCCCC1 (stereo unspecified)
-4.2,COc1ccc(C(CNC(=O)c2cc(S(=O)(=O)Nc3cccc(C)c3)ccc2C)N2CCOCC2)cc1 (stereo unspecified)
-2.5,COc1cccc(C(C)(O)c2nc(-c3ccc4ccccc4c3)cs2)c1 (stereo unspecified)
-5.3,COc1cccc(C(C)(O)c2nc(/C=C/c3ccccc3)cs2)c1 (stereo unspecified)
-2.4,Cc1ccc(CCN2CC(C(=O)NC3CCC(C)CC3)CC2=O)cc1 (stereo unspecified)
-5.3,COc1cccc(OCc2ccc(Cn3nc(NC(=O)NCCc4ccc(OC)c(OC)c4)c4ccccc43)cc2)c1
-4.3,O=S(=O)(Nc1ccc(Br)cc1)c1cccc(NS(=O)(=O)c2cccs2)c1
-8.1,COc1ccc(S(=O)(=O)NC(=O)C2(C)CCN2C(=O)CC2CC2)cc1 (stereo unspecified)
-4.1,COC(=O)C[C@H]1C=C[C@@H](NC(=O)NC2CCCCC2)[C@@H](CO)O1
-7.2,O=C(Nc1ccn(CCCN2CCN(Cc3ccc(F)cc3)CC2)c(=O)n1)OCc1ccccc1
4.6,O=C(CC(=O)c1cccnc1)c1ccccc1
-6.4,CC1(C(=O)NS(=O)(=O)c2ccc3ccccc3c2)CCN1C(=O)Cc1ccc(-c2ccccc2)cc1 (stereo unspecified)
-7.0,CCC(=O)Nc1c(C#N)c2nc3ccccc3nc2n1-c1ccc(C)cc1
-3.0,COc1cc(C=CC(=O)c2cc(OC)c(OC)c(OC)c2)cc(OC)c1OC
-10.1,CCN=C1NC(c2ccc(F)cc2)C(C(=O)OC)=C(C)N1Cc1cccc(C(F)(F)F)c1 (stereo unspecified)
-7.6,COc1ccccc1CCn1cnc(-c2cccc(Br)c2)c1CC(C)C
-1.3,O=c1[nH]c(-c2ccccc2)cn1C1CCN(Cc2ccc(-c3nc4ccc(Br)cc4nc3-c3ccccc3)cc2)CC1
-5.4,Cc1cccc(C2=NN(c3ccccc3)[C@@H](C(=O)N3CCOC3=O)[C@@H]2c2ccc(F)cc2)c1
-6.1,O=C(COC(=O)c1ccc(O)cc1)Nc1cc(S(=O)(=O)N2CCCCCC2)ccc1Cl
-4.8,CCc1ccccc1NC(=O)CCC(=O)N1CCN(C(C)=O)CC1
-7.1,O=C(Nc1cccc(C(=O)NC2CC2)c1)c1ccccc1
-8.6,CC1Cc2cc(/C(O)=C3/C(=O)C(=O)N(CCCn4ccnc4)C3c3ccc([N+](=O)[O-])cc3)ccc2O1 (stereo unspecified)
2.0,CC(C)[C@@H](C)/C=C/[C@@H](C)[C@H]1CC[C@@H]2[C@]1(C)CCC1[C@]23C=C[C@]2(C[C@@H](O)CC[C@]12C)N(c1ccc([N+](=O)[O-])cn1)O3 (stereo partly specified)
-10.2,CCOC(=O)C1=CN(Cc2ccco2)S(=O)(=O)N(C)C1c1ccc2ccccc2c1 (stereo unspecified)
-5.3,O=C1CC(c2ccccc2)Oc2ccccc21 (stereo unspecified)
-8.2,CN(C)c1ncnc2c1nnn2C1OC(CO)C(O)C1O (stereo unspecified)
-6.7,CN(CC(=O)N/N=C/c1ccc(F)cc1)S(=O)(=O)c1ccccc1
-6.3,CC[C@]12c3[nH]c4cc(CCC(=O)N(C)C)ccc4c3CCN1C(=O)[C@@H](CC(=O)NCc1ccco1)C[C@@H]2C(=O)N1CCN(C(=O)C2CC2)CC1
-2.9,O=C(NCc1ccncc1)[C@@H]1CCCN1C(=O)[C@@H]1CCCN1C(=O)c1c(F)cccc1F
0.8,COC(=O)C1CC(O)C(O)C(O)C1 (stereo unspecified)
-5.8,COc1cc(C(O)c2nc(-c3csc4ccccc34)cs2)ccc1F (stereo unspecified)

The list goes on:
GalR3 antag,structure
-5.8,COc1cccc(-c2cc3nc(NCc4ccc(C)cc4C)n(C)c(=O)c3s2)c1
-6.9,COc1cc2c(cc1OC)CN(C(=O)CSC1=NCCS1)CC2
-4.5,CC1(C)CC2(C)CC(=O)C1C(C(=O)O)C2C(=O)O (stereo unspecified)
-4.6,COc1ccccc1CC1(C)C(=O)Nc2ccc(S(=O)(=O)NC3CCCCC3)cc21 (stereo unspecified)
-4.4,C/C(Nc1ccc(Cl)c(Cl)c1)=C1/CCOC1=O
1.9,OC(CCl)CCl
-7.6,COC(=O)c1cc2c(c3c4ccccc4n(S(=O)(=O)c4ccccc4)c13)C(=O)N(C)C2
-5.4,CN(Cc1cccs1)C(=O)CN1CCN(S(=O)(=O)c2ccc3c(c2)OCCCO3)CC1
-6.8,COc1cc2c(cc1OC)[C@@H](NC(=O)C(C)C)[C@H](OCc1ccccc1)C2
-3.9,O=C1NC(=S)SC1=Cc1ccc2c(c1)OCO2
-4.8,COc1ccc(-c2csc(C(C#N)=C(O)CSc3nccn3C)n2)cc1OC
-3.7,O=S(=O)(c1ccccc1)N(c1ccccc1)S(=O)(=O)c1ccccc1

Molecules shown so far that have an aryl thioether with sulfur outside any ring:
GalR3 antag,structure
3.3,CCN(C(=O)CSc1nc2scc(-c3ccccc3)c2c(=O)n1N)C1CCS(=O)(=O)C1 (stereo unspecified)
1.4,C=CCn1c(C)nnc1SCC(=O)Nc1ccccc1C(=O)NC1CC1
-3.9,COCCCn1c(SC(C)C(=O)Nc2c(C)n(C)n(-c3ccccc3)c2=O)n[nH]c1=O (stereo unspecified)
0.8,Nc1nc(SCC(=O)c2c(N)n(C3CC3)c(=O)[nH]c2=O)n[nH]1
0.3,COCCn1c(SCC(=O)N2CCCC2)nc2c(c1=O)SCC2
-2.2,Cc1cc(CSc2ccc(Cl)cc2)ccc1N
-4.8,COc1ccc(-c2csc(C(C#N)=C(O)CSc3nccn3C)n2)cc1OC

Next section:
GalR3 antag,structure
-0.7,Cc1ccc(S(=O)(=O)N(C)C[C@@H]2OCc3cnnn3CCCC(=O)N([C@H](C)CO)C[C@@H]2C)cc1
-5.8,S=C1SCCN1Cc1ccccc1
-4.4,CCOC(=O)N1CCN(C(C(=O)NC2CCCC2)c2cccc(OC)c2OC)CC1 (stereo unspecified)
-4.0,Cc1ccc(C(=O)N2c3ccccc3Sc3ccccc32)cc1
-0.6,C[C@]12c3[nH]c4ccc(Cl)cc4c3CCN1C(=O)[C@@H](CC(=O)NCCN1CCOCC1)C[C@@H]2C(=O)N1CCOCC1
-6.5,COc1ccc(-c2c(-c3ccsc3)oc3c2C(O)CCC3)cn1 (stereo unspecified)
-7.2,CCN(C(=O)COC(=O)/C(=C/c1ccccc1)NC(C)=O)c1c(N)n(Cc2ccccc2)c(=O)[nH]c1=O
-4.5,Cc1cccc(S(=O)(=O)NC(=O)C2(C)CCN2C(=O)Cc2ccsc2)c1 (stereo unspecified)
-7.2,COC(=O)c1cc2c(c3c4cc(F)ccc4n(S(=O)(=O)c4ccc(OC)cc4)c13)C(=O)N(C)C2
-3.8,CCCNC(=O)C1(C)CCN(Cc2ccc(Oc3ccccc3)cc2)C1 (stereo unspecified)
-3.0,CC(=O)c1ccc(Nc2nc(C(N)C(C)C)cs2)cc1 (stereo unspecified)
-1.8,Nn1c(SCC(=O)NCCC2=CCCCC2)nnc1-c1cccnc1
-5.7,CCN(CC)C(=O)C1=C(C)N(CCCOC)C(=O)C(CC(=O)NCc2ccco2)C1 (stereo unspecified)
-6.1,COc1ccc(-n2nnnc2C(CCSC)N2CCN(C/C=C/c3ccccc3)CC2)cc1 (stereo unspecified)
-6.2,Cc1ccc2c(c1)CO[C@]21O[C@H](CCO)C[C@H](O)[C@H]1O
-3.8,CCCS(=O)(=O)NC(=O)C1(C)CCCN(C(=O)c2ccccc2OC)C1 (stereo unspecified)
-2.6,CCOc1ccc(OCCC(=O)OCC(=O)Nc2cc(S(=O)(=O)N3CCOCC3)ccc2OC)cc1
-5.5,CCN(CC)c1ccc2cc(C(=O)c3cccs3)c(=O)oc2c1
-3.1,CC1CC(C(O)c2ccccn2)C(=O)C(C(O)c2ccccn2)C1 (stereo unspecified)
-0.4,CC(C)(CCc1ccccn1)C(=O)C(CCc1ccccn1)CCc1ccccn1
8.8,Cc1cc2c(nc1C)CCCN2S(=O)(=O)c1cccs1
-4.7,CCC(CC)CN1CCC(CN2CCNC(=O)C2=O)CC1
-4.3,CC(C)(C)NC(=O)C1c2ccccc2OCC(=O)N1Cc1ccccn1 (stereo unspecified)
-3.9,Cc1ccc(S(=O)(=O)N2C[C@H]3C(=O)C[C@@H](c4ccccc4)N(S(=O)(=O)c4ccc(Br)cc4)[C@H]3C[C@H]2c2ccccc2)cc1
-7.5,COc1cccc(NC(=O)C2(C)CCN2C(=O)CC2CCCC2)c1 (stereo unspecified)
4.7,COC(=O)C1CCN(S(=O)(=O)c2cc3c4c(c2)CCN4C(=O)CC3)CC1
4.5,CN(C)C(=O)CSc1ccc(S(=O)(=O)N2CCCC2)cn1
